LmPK inhibitor – blocks Leishmania mexicana pyruvate kinase activity. Q27686. purified LmPK, Kinase-Glo ATP luminescence, 1 h. Potency, µM (titrated, usually from 57.5 µM), inactives show at the top dose activity change, negative = inhibition, hits mostly inhibitors. 290,000 compounds, 0.37% hits. AID 1721; note: potency is the fitted concentration of half-maximal effect; % is set by controls: 0 for no effect and ±100 for the full control effect
Target sequence (Q27686 whole entry, looked up): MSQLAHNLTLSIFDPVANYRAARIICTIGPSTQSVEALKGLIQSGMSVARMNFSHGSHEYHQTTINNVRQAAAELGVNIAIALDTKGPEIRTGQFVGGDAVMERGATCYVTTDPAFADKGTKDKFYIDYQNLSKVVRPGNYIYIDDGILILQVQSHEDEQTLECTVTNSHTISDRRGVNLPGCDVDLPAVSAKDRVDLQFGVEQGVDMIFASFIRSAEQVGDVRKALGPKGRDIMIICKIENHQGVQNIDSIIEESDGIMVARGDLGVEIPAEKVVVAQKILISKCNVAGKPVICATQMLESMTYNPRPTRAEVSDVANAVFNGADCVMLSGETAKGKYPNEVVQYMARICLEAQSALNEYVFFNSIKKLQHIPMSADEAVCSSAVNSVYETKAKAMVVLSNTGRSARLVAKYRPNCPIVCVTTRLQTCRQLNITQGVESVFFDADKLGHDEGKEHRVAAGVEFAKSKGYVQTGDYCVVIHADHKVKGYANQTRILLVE
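ATP generated from ADP (0.1 mM) and PEP (0.5 mM) by 0.1 nM LmPK over 1 h at room temperature (pH 7.2 imidazole buffer) was detected by coupled luciferase luminescence. Values were normalized to uninhibited and no-enzyme wells.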
HCV inh – inhibitors of hepatitis C virus infection | Huh7.5.1 HCVcc-Cre infection, luciferase reporter, 44 h | Potency, µM (series often up to 41.8 µM), for the others: top-dose activity change, negative = inhibition, actives largely listed as inhibitors | 340,000 compounds, 3.4% hits | AID 651820; note: potency is the fitted concentration of half-maximal effect; % is set by controls: 0 for no effect and ±100 for the full control effect
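Infectious HCV cell culture screen: compound-treated cells (1,000/well, pre-plated 4 h) are infected with HCVcc-Cre at roughly 0.5 moi and grown 44 h. Infection is quantified by luciferase signal after 15 min substrate incubation at room temperature.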
Pf growth 96h – P. falciparum growth inhibition at 96 hours; P. falciparum luciferase reporter growth, 96 h; Potency, µM (top dose mostly 28.7 µM), inactives show top-dose activity change, negative = inhibition, actives largely listed as inhibitors; 320,000 compounds, 6.9% hits; AID 504834; note: potency is the fitted concentration of half-maximal effect; % is set by controls: 0 for no effect and ±100 for the full control effect
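P. falciparum expressing integrated firefly luciferase grown in erythrocytes (2% hematocrit, 0.05% parasitemia final) with compounds for 96 hours at 37 C, 5% CO2. Growth inhibition read as loss of luminescence after adding luciferase detection reagent.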
Cycloheximide cs – affects cycloheximide protein synthesis inhibition readout, counter-screen | cell reporter, cycloheximide protein synthesis inhibition counterscreen | max response, % | 300,000 compounds, 12% hits; in the data active = max response mostly above about 13%, no sharp cut-off; inactive = mostly below about 14%; note: read at 38.3 µM for the half of the compounds with a filed dose; 0% is about no effect
Pf growth 48h – inhibits P. falciparum growth in the first generation, 48 h | P. falciparum luciferase growth in erythrocytes, 48 h | Potency, µM (doses to about 28.7 µM), inactives show at the top dose activity change, negative = inhibition, most hits filed as inhibitors | 310,000 compounds, 5.9% hits | AID 504832; note: potency is the fitted concentration of half-maximal effect; % is set by controls: 0 for no effect and ±100 for the full control effect
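Parasite viability was followed by luminescence of a genomically integrated firefly luciferase. Cultures held 0.1% parasitemia at 2% hematocrit (final), incubated under 5% CO2 at 37 C.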
Shiga toxin inh – blocks Shiga toxin action in Vero cells; inhibition, % at 38.7 µM; Vero cells, Shiga toxin protein synthesis inhibition reporter; 290,000 compounds, 9.2% hits; in the data active = inhibition mostly above about 28%, no sharp cut-off; inactive = mostly below about 43%; note: 0% is about no effect
TbPYK inhibitor – T. brucei pyruvate kinase inhibition. Q57TT1. TbPYK enzyme, Kinase-Glo Plus ATP luminescence, 45 min. Potency, µM (highest dose often 76.8 µM), for inactives: at the highest dose activity, negative = inhibition, most hits filed as inhibitors. 410,000 compounds, 0.12% hits. AID 624173; note: potency is the fitted concentration of half-maximal effect; % is set by controls: 0 for no effect and ±100 for the full control effect; nearly all actives have a fitted effect of over 50% in size
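ADP (130 uM final) triggers the TbPYK reaction after compound addition; incubation is 45 min at room temperature. Kinase-Glo Plus is then added and luminescence imaged. Normalized data are fitted to concentration-effect curves.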
Active calls of the source: *; ? = inconclusive; · = no result given; & = joins results of further samples; [ ] = another dose, or the depositor's remark. Unless noted, calls come from the whole dose curve; as a rule, active = well fitted curve in the direction sought with a large enough effect; inconclusive = small, poorly fitted or top-dose-only effect, or another doubt; inactive = no such curve, though single readings can be large; an effect the other way counts as inactive or inconclusive.

The line under a structure holds: LmPK inhibitor | HCV inh | Pf growth 96h | Cycloheximide cs | Pf growth 48h | Shiga toxin inh | TbPYK inhibitor
CCOC(=O)c1sc(N)c(C#N)c1COC(=O)CNC(=O)c1cc(OC)c(OC)c(OC)c1
    9% | -5% | 16% | -3 | · | -5 | -7%
O=C1CN(c2nnnn2-c2ccccc2)CCN1
    1% | 5% | 14% | 6 | · | -11 | 3%
Cc1nc2c(-c3ccccc3)c(C)nn2c(C)c1CCC(=O)N1CCOCC1
    7% | 10% | ? | -3 | ? | -6 | 3%
Cc1nc2sc(C#N)c(N)c2c2c1CCCC2
    2% | ? | 12µM* | -1 | 25% | -10 | -2%
CCCC(=O)N1CCN(c2ccc(NC(=O)c3cccs3)cc2Cl)CC1
    2% | 22% | 126%[activator] | 1 | ? | -12 | -1%
O=C1c2oc3ccc(Br)cc3c(=O)c2C(c2cccc(F)c2)N1CCO (configuration not stated)
    2% | -10% | 62%[activator] | 1 | -24% | -3 | -21%
COc1cc2c(cc1OC)CN(Cc1ccc(C)s1)CC2
    -2% | 11% | 4% | -3 | · | -11 | 9%
CCOc1c(Br)cc(C(=O)NCCCn2ccnc2)cc1OC
    8% | 10% | -11% | -5 | 4% | -6 | -1%
CC(=O)c1cccc(NC(=S)NC(=O)c2cccc(C)c2)c1
    -1% | -28% | 12% | 40* | 141%[activator] | 83* | -7%
Nc1ccc2nn(-c3ccc(F)cc3)nc2c1
    -9% | -2% | ? | 58* | 112%[activator] | 95* | -11%
N#C/C(=C\c1ccc(-c2nc3ccccc3s2)o1)C(N)=O
    -11% | 1% | 100%[activator] | 38* | 86%[activator] | 50* | -13%
CC(C)c1oc(=O)cc2c1[C@@H](O)[C@H]1OC(=O)[C@@]3(C)CC[C@@H](O)[C@@]2(C)C13 (some centres not stated)
    0% | ? | 2.6µM* | -4 | 2.9µM* | -29 | 0%
C/C(Cn1nnc([N+](=O)[O-])n1)=N\NC(=O)c1cccc(Cl)c1
    -2% | ? | 12µM* | 20* | ? | 44* | 2%
O=C(CSc1nnc(NC(=O)c2c(F)cccc2F)s1)NC1CC1
    0% | 15% | ? | -5 | 18% | -3 | -9%
Cc1ccc(CCNS(=O)(=O)c2ccc(C)cc2)cc1
    3% | 11% | ? | -3 | 6% | -4 | ·
COc1cccc(C(=O)COc2ccc(NC(=O)c3ccccc3)cc2)c1
    0% | -6% | ? | 16* | -4% | 37 | 3%
S=C(Nc1ccc2[nH]ccc2c1)NC1CCCCC1
    -1% | ? | 98%[activator] | 37* | 109%[activator] | 65* | 2%
CCn1nc(NS(=O)(=O)c2ccccc2)c2cc3cccc(C)c3nc21
    7% | 3% | · | 6 | 4% | 20 | 6%
COc1ccc(CCC(=O)Nc2ncc(C)s2)cc1
    0% | 2% | 13% | 17* | 15% | 35* | -3%
CC1=NN(c2ccccc2)C(=O)C1N=Nc1cccc(O)c1 (configuration not stated)
    7% | ? | 74%[activator] | 43* | 104%[activator] | 86* | 2%
O=C(OCCCCN1C(=O)c2ccccc2C1=O)c1n[nH]c2ccccc12
    1% | ? | 13µM* | 5 | ? | -8 | 0%
S=c1[nH]ccn1Cc1ccccc1
    -20% | 10% | 9% | -1 | 431% | 37 | -23%
O=C(NCc1ccccn1)C12CC3CC(CC(C3)C1)C2
    4% | 19% | 45%[activator] | -1 | -16% | -13 | 3%
O=C(O)CCC(=O)O
    · | · | -9% | 7 | -3% | 0 | -3%
Cn1c(SCCN2CCOCC2)nc2sc3c(c2c1=O)CCCC3
    -2% | -4% | -4% | 7 | -8% | 11 | -2%
CCn1nc(C(=O)Nc2ccccc2C)c(Cl)c1Cl
    -1% | -19% | 3% | 7 | 28% | 21 | 6%
O=C1OC(C(=O)Nc2ccccc2)Cc2ccccc21 (configuration not stated)
    5% | 1% | 67%[activator] | 41* | 45%[activator] | 64* | -17%
COc1ccc(C2C(C(C)=O)=C(O)C(=O)N2c2ccc(Br)cn2)cc1 (configuration not stated)
    1% | 21% | 4.1µM* | 9 | ? | 15 | -3%
CCOC(=O)c1c(NC(=O)CSc2nnc(-c3c[nH]c4ccccc34)n2C)sc2c1CCCC2
    4% | -2% | ? | -3 | ? | -12 | 0%
CN1CCN(Cc2c(C#N)c3ccccc3n2C)CC1
    -1% | -23% | · | -3 | 25% | -13 | 1%

Of the compounds above, 3 contain fluorine:
The line under a structure holds: LmPK inhibitor | HCV inh | Pf growth 96h | Cycloheximide cs | Pf growth 48h | Shiga toxin inh | TbPYK inhibitor
O=C1c2oc3ccc(Br)cc3c(=O)c2C(c2cccc(F)c2)N1CCO (configuration not stated)
    2% | -10% | 62%[activator] | 1 | -24% | -3 | -21%
Nc1ccc2nn(-c3ccc(F)cc3)nc2c1
    -9% | -2% | ? | 58* | 112%[activator] | 95* | -11%
O=C(CSc1nnc(NC(=O)c2c(F)cccc2F)s1)NC1CC1
    0% | 15% | ? | -5 | 18% | -3 | -9%

Continued:
SMILES | LmPK inhibitor | HCV inh | Pf growth 96h | Cycloheximide cs | Pf growth 48h | Shiga toxin inh | TbPYK inhibitor
CCOC(=O)c1cc2c(C)n(-c3ccc(OCC)cc3)c(C)c2ccc1=O | 6% | ? | 4.1µM* | 16* | ? | 43 | 1%
COc1ccc(S(=O)(=O)Nc2ccccc2C(=O)OC2CCCN(C)C2)cc1OC (configuration not stated) | 5% | -8%&7% | ? | -3 | -24% | -6 | 7%
O=C(COc1coc(CN2CCN(c3ccc(F)cc3)CC2)cc1=O)Nc1ccccc1 | · | ? | -5% | · | ? | · | 5%
NC(=O)c1ccccc1NC(=O)Nc1cccc(Cl)c1Cl | 0% | -3% | 0% | 6 | 11% | 1 | -14%
CN=c1scc(-c2ccc(Cl)cc2)n1C | 3% | 5% | ? | -1 | -8% | -8 | 1%
COC(=O)[C@@]12CCCN1[C@H](c1ccc(-c3ccccc3)cc1)[C@H]1C(=O)N(C)C(=O)[C@H]12 | · | -4% | ? | · | 10µM* | · | 4%
Cc1ccc2c(c1)N(C(=O)CCC(=O)NCc1ccccc1)CC(C)O2 (configuration not stated) | -3% | -4% | ? | -1 | -3% | 0 | 2%
O=C(NCc1nnc(SCC(=O)N2CCCCCC2)o1)c1ccco1 | -3% | 5% | ? | -5 | · | -11 | 12%
Cc1ccc(-c2nc(CS(=O)(=O)CC(=O)NCc3ccc4c(c3)OCO4)c(C)o2)cc1 | -4% | -9% | 15µM* | -7 | 3% | -3 | 1%
CC(=O)N1CCN(c2ccc(NS(=O)(=O)c3ccc(C)cc3)cc2)CC1 | -1% | -8% | ? | -8 | -3% | -10 | -14%
CCOc1ccc(C(=O)NC(C)C2COc3ccccc3O2)cc1 (configuration not stated) | 9% | -21% | 1% | 11* | 33%[activator] | 34 | 4%
N#CCCn1cc(C(=O)N2CCCCC2)c(-c2ccc([N+](=O)[O-])cc2)n1 | -1% | 22% | ? | -4 | 11% | -17 | -2%
O=C(OCc1cccc(C(F)(F)F)c1)c1ccc[nH]c1=O | 4% | 14% | 2% | -2 | 0% | -5 | 4%
CC(c1ccccc1)N1CCN(C(=O)CCl)CC1 (configuration not stated) | -1% | ? | ? | -3 | -15% | 2 | 7%
Cc1ccc(N2CC(C(=O)N3CCN(Cc4ccc5c(c4)OCO5)CC3)CC2=O)cc1 (configuration not stated) | -3% | -11% | ? | -2 | -5% | -3 | -9%
O=C(c1ccco1)N1CCN(C(c2ccccc2)c2nnnn2C2CCCC2)CC1 (configuration not stated) | -3% | -5% | -29% | 2 | ? | 9 | -5%
CC(=O)c1ccc(NC(=O)c2cc(-c3cccs3)on2)cc1 | 1% | 16% | 263%[activator] | 16* | 66%[activator] | 35 | 2%
Cc1ccccc1NC(=O)CSc1n[nH]c(-c2ccccn2)n1 | -2% | ? | 39%[activator] | 0 | ? | -5 | -2%
COc1ccc(N2CCN(C(=O)CSc3nnc(NC(=O)C4CCC4)s3)CC2)cc1 | 10% | -1% | -23% | 0 | 0% | -1 | 3%
CC(C)OCCCN1C(=O)c2[nH]nc(-c3ccccc3O)c2C1c1cccc(Cl)c1 (configuration not stated) | 2% | ? | -20% | -2 | 4.1µM* | -15 | -13%

Single records (already shown). Values in the order: LmPK inhibitor, HCV inh, Pf growth 96h, Cycloheximide cs, Pf growth 48h, Shiga toxin inh, TbPYK inhibitor
CCOc1ccc(C(=O)NC(C)C2COc3ccccc3O2)cc1 (configuration not stated) as listed: 9%, -21%, 1%, 11*, 33%[activator], 34, 4%
CC(C)OCCCN1C(=O)c2[nH]nc(-c3ccccc3O)c2C1c1cccc(Cl)c1 (configuration not stated) as listed: 2%, ?, -20%, -2, 4.1µM*, -15, -13%
CC(=O)N1CCN(c2ccc(NS(=O)(=O)c3ccc(C)cc3)cc2)CC1 as listed: -1%, -8%, ?, -8, -3%, -10, -14%

The main list resumes, starting 2 compounds before the break.
SMILES | LmPK inhibitor | HCV inh | Pf growth 96h | Cycloheximide cs | Pf growth 48h | Shiga toxin inh | TbPYK inhibitor
COc1ccc(N2CCN(C(=O)CSc3nnc(NC(=O)C4CCC4)s3)CC2)cc1 | 10% | -1% | -23% | 0 | 0% | -1 | 3%
CC(C)OCCCN1C(=O)c2[nH]nc(-c3ccccc3O)c2C1c1cccc(Cl)c1 (configuration not stated) | 2% | ? | -20% | -2 | 4.1µM* | -15 | -13%
Cn1c2ccccc2c2nn(-c3ccccc3)c(=O)cc21 | 4% | 12% | 10µM* | -2 | 1% | -21 | -16%
CC(CO)N1CCS(=O)(=O)CC1 (configuration not stated) | 4% | -7% | 16% | 0 | · | -3 | 1%
CC(C)N(CCNC(=O)c1ccc(OCC2CCCO2)cc1)C(C)C (configuration not stated) | -8% | 8% | 0% | -3 | 13% | -18 | 3%
CCOC(=O)CC(=O)CSc1ncnc2c1nnn2-c1ccc(OC)cc1 | -8% | -5% | 12% | 3 | ? | 15 | 0%
OC1(C#CCN2CCCC2)CCCCC1 | -6% | 5% | ? | -3 | 25% | · | -9%
CCc1ccc(N2CC(C(=O)NCc3ccc4c(c3)OCO4)CC2=O)cc1 (configuration not stated) | 0% | 23% | ? | -2 | -4% | -8 | 1%
Cc1ccccc1N1CCN(C2CCCN(C(=O)CCN3CCCCO3)C2)CC1 (configuration not stated) | -1% | -4% | -7% | -1 | 6% | 10 | -3%
Cc1c(Cl)cccc1NC(=O)C1NC(=O)CC1c1ccccc1 (configuration not stated) | 13% | ? | 55%[activator] | 7 | · | -2 | -1%
O=C(COC(=O)c1ccc(F)cc1F)Nc1cccc(S(=O)(=O)N2CCOCC2)c1 | · | 2% | 37%[activator] | · | 74%[activator] | · | -14%
O=C(O)c1cccc(N2C(=O)c3ccc(C(=O)c4cccc([N+](=O)[O-])c4)cc3C2=O)c1 | 2% | 4% | -4% | -2 | 7% | 35 | -7%

High-throughput results (PubChem)
